KDM5B inhibitor: blocks human KDM5B histone demethylase activity | Q9UGL1 | KDM5B demethylase, FDH-coupled NADH fluorescence (FDH is formaldehyde dehydrogenase) | Potency, µM (doses to about 57.7 µM), inactives show at the top dose activity change, negative = inhibition, actives largely listed as inhibitors | 220,000 compounds, 2.6% hits | AID 1347165; active means well fitted inhibition curve with a large enough effect; inconclusive means small, poorly fitted or top-dose-only effect; inactive means no such curve, though single readings can be large or run the other way; further: 0% is about no effect; nearly all actives have a fitted effect of over 70% in size
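qHTS format, multiple compound concentrations. Buffer 50 mM HEPES pH 7.5/0.01% Tween-20; 200 nM KDM5BΔAP final; 10 min compound preincubation; substrate-mix levels 12.5 µM peptide, 25 µM α-KG, 0.25 mM NAD⁺; 30 min RT; ΔRFU.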
* hit, by the source's call; i = inactive; ? = inconclusive; & = joins results of further samples; [ ] = another dose, or the depositor's remark. Potency means the concentration at half of the fitted maximal effect.

SMILES	KDM5B inhibitor
CCOc1ccc(NC(=O)COc2ccc(-c3nnc4n3CCCC4)cc2)cc1	39.0%
Cc1ccccc1CC(=O)NCc1nnc2c(-c3nc(C(C)C)no3)cccn12	22.4µM*
COc1ccc(Oc2coc3cc(OC(=O)c4ccc(Br)cc4)ccc3c2=O)cc1	20.1%
Cc1sc2nc(C(C)Sc3nnnn3C3CCCC3)[nH]c(=O)c2c1C (centres undefined)	3.1%
O=C(N/N=C/c1ccccc1Br)c1csc2ccccc12	18.2%
O=C(c1ccco1)c1cn(CCOc2ccc(F)cc2)c2ccccc12	15.6%
COc1ccc2ccc(OCc3nc(C(=O)NC(C)c4n[nH]c(C)n4)co3)cc2c1 (centres undefined)	-11.9%
O=C(CC(c1ccc(Cl)cc1)S(=O)(=O)c1ccccc1)c1ccccc1 (centres undefined)	1.0%
CCc1ccccc1N1C(=O)c2sc3nc(C)cc(COC)c3c2NC1C (centres undefined)	-11.6%
COc1ccc(CN2CCCn3nc(C)c(-c4ccccc4Oc4ccccc4)c32)cc1O	?
Cc1onc(-c2c(F)cccc2Cl)c1C(=O)Nc1ccc(OC(C)C)cc1	2.6%
COC1CN(c2cccc(F)c2)C12CCN(C(=O)COc1ccccc1)CC2 (centres undefined)	-26.0%
CC(=O)c1ccc(NC(=O)Cn2ccc3cc(Cl)ccc32)cc1	10.8%
O=C(O)COc1ccc(/C=C2\NC(=O)NC2=O)cc1Br	-22.7%
CN(C)c1nc2c(c(=O)[nH]1)CCN(Cc1ccc(F)c(Cl)c1)CC2	-14.5%
CCCc1cc(C(=O)Nc2cccc([N+](=O)[O-])c2)cs1	?
Cc1cccc(NC(=O)Cn2nc(-c3ccc(Cl)cc3)c3ccccc3c2=O)c1	-16.2%
O=C(Nc1ccc2c(c1)OCCO2)c1cc2cc(Br)ccc2[nH]1	-3.6%
Cc1cccc(C(=O)Nc2nonc2-c2ccc(Cl)cc2)c1	-8.1%
Cc1ccc(NC(=O)c2cc(S(=O)(=O)NCCc3ccc(Cl)cc3)ccc2F)cc1	-20.5%
Cc1ccc(OCC(=O)N2CCN(S(C)(=O)=O)CC2)cc1	21.5%
COc1cccc(N/N=C/c2cccc(Br)c2O)c1	?
CCCCCc1ccc(C#Cc2ccc(OC)cc2)cc1	7.8%
Cc1ccc(C)c(SCC(=O)Nc2ccc(S(=O)(=O)Nc3ncccn3)cc2)c1	3.2%&4.7%
FC(F)Oc1cc(Cl)ccc1C1CC(c2ccc(Br)cc2)n2c(nc3ccccc32)N1 (centres undefined)	-3.8%

Of the compounds above, these contain an aryl methoxy group:
SMILES	KDM5B inhibitor
COc1ccc(Oc2coc3cc(OC(=O)c4ccc(Br)cc4)ccc3c2=O)cc1	20.1%
COc1ccc2ccc(OCc3nc(C(=O)NC(C)c4n[nH]c(C)n4)co3)cc2c1 (centres undefined)	-11.9%
COc1ccc(CN2CCCn3nc(C)c(-c4ccccc4Oc4ccccc4)c32)cc1O	?
COc1cccc(N/N=C/c2cccc(Br)c2O)c1	?
CCCCCc1ccc(C#Cc2ccc(OC)cc2)cc1	7.8%

(cont.)
SMILES	KDM5B inhibitor
CCOc1ccc(-n2c(SCC(=O)Nc3ccccc3OC)nc3c(oc4ccccc43)c2=O)cc1	-2.1%
CC(C)(C)NC(=O)c1ccc(NC(=O)C2CCCC2)cc1	-1.8%
Cc1ccc(NC(=O)CCC(=O)N/N=C/c2cccnc2)cc1	0.8%
CC(=O)OCC(=O)[C@@]1(O)CC[C@H]2[C@@H]3CCC4=CC(=O)C=C[C@]4(C)[C@H]3C(=O)C[C@@]21C	57.0%[activator]
CCc1ccc(NC(=O)Cn2c(=O)n(CCCCC(=O)NCc3ccc4c(c3)OCO4)c(=O)c3ccccc32)cc1	-19.5%
O=C(c1cc(-c2ccc(F)cc2)nc2ccccc12)N1CCC(Cc2nncn2CC2CC2)CC1	28.2µM*
O=S1(=O)NC2(CCN(Cc3c[nH]c4ccccc34)C2)COc2ccncc21 (centres undefined)	4.8%[115 µM]
O=C(c1ccccc1F)N1CCc2nc(C3CC3)nc(-c3ccc(Cl)cc3)c2CC1	-10.2%
Cc1cnc(CCNC(=O)Cc2ccccc2)n1CC1CC1	21.4%
CC(C)(C)c1csc(CS(=O)(=O)c2ccccn2)n1	-8.0%
CN1C[C@@H]2CCCN3CCC[C@@H]([C@H]23)[C@H]1CCCC(=O)NCCCN1CCOCC1	-13.5%
COc1ccc(NC(=O)CSc2ccc3nnc(CCNC(=O)c4ccccc4)n3n2)cc1	5.3%
COc1ccc(NC(=O)Cn2c(=O)c3cccn3c3ccccc32)cc1	-12.5%
COc1cc(/C=N/OCc2cccc3ccccc23)ccc1OCc1ccc(Cl)cc1	18.7%
COc1ccc(C2C(C#N)=C(N)OC(C(C)(C)C)=C2C#N)c(OC)c1OC (centres undefined)	-26.7%
CS(=O)(=O)N1CCC(CC(=O)NCCCN2CCc3ccccc3C2)C1 (centres undefined)	?
O=[N+]([O-])c1cc(S(=O)(=O)Nc2ccc(Cl)cc2)ccc1N/N=C/c1ccccc1F	24.0%
O=C(c1ccccc1OCC1CCCN(Cc2cccc(O)c2)C1)N1CCCC1 (centres undefined)	-11.8%
COc1ccc(OC)c(NC(=O)N(C)CCc2noc(C(=O)NCc3ccccc3)n2)c1	0.0%
O=C(c1ccccn1)N1CCn2c(nnc2-c2ccccc2)C1	-15.7%[86.2 µM]
O=C(c1nc(-c2ccsc2)c2cnccn12)N1CCCC1	35.5µM*
C[C@@H]1CN(Cc2nc(-c3cccs3)no2)C[C@H](C)O1	46.1%
COc1cc(C(C)NS(C)(=O)=O)ccc1OCCC(C)C (centres undefined)	6.1%
COc1ccc(/C(C)=N/NC(=O)CNC(=O)c2cccnc2)c(OC)c1	3.4%
NCC1CCN(C2CCCCC2)CC1	-5.0%

Entries from the list above containing a thiophene ring, fused or not (6):
SMILES	KDM5B inhibitor
Cc1sc2nc(C(C)Sc3nnnn3C3CCCC3)[nH]c(=O)c2c1C (centres undefined)	3.1%
O=C(N/N=C/c1ccccc1Br)c1csc2ccccc12	18.2%
CCc1ccccc1N1C(=O)c2sc3nc(C)cc(COC)c3c2NC1C (centres undefined)	-11.6%
CCCc1cc(C(=O)Nc2cccc([N+](=O)[O-])c2)cs1	?
O=C(c1nc(-c2ccsc2)c2cnccn12)N1CCCC1	35.5µM*
C[C@@H]1CN(Cc2nc(-c3cccs3)no2)C[C@H](C)O1	46.1%

Additional compounds:
SMILES	KDM5B inhibitor
Cc1cc(C)nc(N2C[C@H]3OC(=O)N(CCc4cccc(Cl)c4)[C@H]3C2)n1	?
Cc1cc(=O)oc2cc(OCC(=O)NC3(C#N)CCCCC3)c(Cl)cc12	?
Cc1csc2c(N3CCN(C(=S)Nc4ccc(F)cc4F)CC3)ncnc12	9.5%
CCn1c(=O)c2c(cc(C)n2C)n(CC(=O)Nc2ccc(C)cc2C)c1=O	-9.6%
Cc1nsc(NC(=O)NC(C)c2ccc(Cl)cc2)n1 (centres undefined)	30.8%[activator]
COc1ccc(NC(=O)C(C)n2nc(C(=O)O)c3ccccc3c2=O)cc1 (centres undefined)	21.2%
O=C(CNc1nc(-c2ccccc2)nc2ccccc12)NC1CC1	6.6%
O=C(N[C@@H]1CN(Cc2ccc(Br)o2)C[C@H]1CO)C1CC1	7.2%
CN(C(=O)Cn1nc(Cc2cccnc2)c2ccccc2c1=O)c1ccc(F)cc1	-0.3%
CN(C)C(=O)C1CN(c2ccccc2)C(=O)N1 (centres undefined)	-12.0%[86.2 µM]
N/N=C(\Cc1cscn1)c1ccc(O)cc1O	-23.4%
O=C(c1ccc(Br)cc1)N(Cc1cccc2[nH]ccc12)C1CC1	-21.3%
COc1ccc(Cc2nnc(/C=C/c3ccc(C)cc3)o2)cc1	?
O=C(CCc1ccccc1)N1CCC(Oc2ccc(C(=O)N3CCOCC3)cn2)CC1	-6.0%
COc1ccc(-n2c(=O)c3c(c4cc(OC)ccc4n3C)n(C)c2=O)cc1	?
CN(C1CCOCC1)C1CCN(C(=O)c2ccccn2)CC1	7.5%
COc1ccc2nc3n(c2c1)[C@@H](CNC(=O)c1ccc(F)cc1)COC3	35.5µM*
COc1cc(NC(=O)c2ccc(Cn3cc(Br)cn3)cc2)ccc1OC(F)F	6.5%
Cc1ccc(S(=O)(=O)N2CCCC(CCC(=O)NC3CCS(=O)(=O)C3)C2)cc1 (centres undefined)	?
O=C(Nc1nnc(S(=O)(=O)N2CCc3ccccc32)s1)c1ccccc1Cl	-11.3%
Cc1ccc(Cl)cc1NC(=O)N[C@H](CC(C)C)C(=O)O	-7.9%
Cn1nc2n(c1=O)CCC(NC(=O)NCc1ccco1)CC2 (centres undefined)	-1.1%
CC(CSc1ncccn1)Cn1c(Br)nc2c1c(=O)[nH]c(=O)n2C (centres undefined)	-11.0%
NCc1cccc(Oc2ncnc3ccccc23)c1	-1.0%[149 µM]
CC(C)c1ccc(NC(=O)CCNC(=O)Cn2cnc3ccccc3c2=O)cc1	-7.2%
More compounds follow:
SMILES	KDM5B inhibitor
N#CC1CCN(Cc2ccccc2OCC(O)CN2CCCCC2)CC1 (centres undefined)	24.5%
Cc1cc(C(=O)N2CCCC(c3nc(-c4cccnc4)no3)CCNC(=O)CC2)n(C)n1 (centres undefined)	1.6%
CCN(C(=O)CSc1nc2ccccc2o1)c1ccccc1	17.5%
Cc1ccc2c(CSc3ncn[nH]3)cc(=O)oc2c1C	-27.1%
Cc1ccc(CCNC(=O)c2ccc3nc4ccc(Cl)cc4c(=O)n3c2)cc1	-3.0%
Cc1ccc(Nc2nc(NC3CCCC3)nc3c2cnn3-c2ccccc2)cc1C	?
CCOc1ccccc1CN1CCC2(CCN(C(=O)N(C)C)CC2)Oc2ccccc21	?
Cc1noc(-c2ccccc2Cl)c1C(=O)NCCCOC(C)C	-13.5%
Cc1ccc(COC(=O)c2ccccc2Nc2ccccc2)cc1	1.6%
CN(Cc1cccc2ncccc12)C(=O)CN1CCOC1=O	1.7%
CCc1ccc(S(=O)(=O)c2nnn3c2nc(NC2CCCC2)c2sccc23)cc1	?
COc1ccc(C(=O)N2CCN(c3nc(C4CC4)nc4sc(C)c(C)c34)CC2)cc1	?
O=C(NCCC1CCN(C(=O)Nc2ccc(F)cc2F)CC1)c1ccccc1	-10.2%
Cc1ccc(S(=O)(=O)N2CCOCC2)cc1C(=O)N(Cc1ccco1)C1CCS(=O)(=O)C1 (centres undefined)	10.6%
Cc1ccc(CN2CCc3oc(C)c(C(=O)NCCN4CCN(C)CC4)c3C2)cc1	?
COc1ccc(C(=O)NC2CCCCCCC2)cc1OC	17.2%
O=C(NCC(=O)N1CCCC1c1ccccc1)c1ccc(Cl)cc1 (centres undefined)	17.1%
CC(C)Cc1ccc(C(=O)/C=C/c2ccc(C(=O)O)cc2)cc1	9.0%
COc1ccccc1NC(=O)CSc1cn(CC(=O)N2CCCC2)c2ccccc12	?
N#Cc1nc(-c2ccc(S(=O)(=O)N3CCCCCC3)cc2)oc1NCc1cccnc1	i
COc1ccc(-c2c(C)nn3c2NC(=O)CCC3=O)cc1S(=O)(=O)Nc1cccc2c1CCCC2	-0.4%
Cc1ccc(S(=O)(=O)C(CNC(=O)C(=O)NCCc2ccc(Cl)cc2)c2ccco2)cc1 (centres undefined)	-10.8%
CCN(CC)S(=O)(=O)c1ccc(OC)c(NC(=O)c2nn(C(C)C)c(=O)c3ccccc23)c1	15.8%
O=C(c1ccncc1)N1CCCCC1c1nc(CCOc2ccc(F)cc2)no1 (centres undefined)	-10.0%
CC1(C)OC(c2ccccc2)=C/C(=C/C=C(C#N)C#N)O1	3.0%
More results follow.
SMILES	KDM5B inhibitor
Cn1cccc1CN1CCCC2(CNc3ccccc3[S+](=O)([O-])N2)C1 (centres undefined)	-18.7%
Cc1nn(Cc2ccccc2)c(C)c1[C@@H]1C=C[C@@H](NC(=O)CCC(=O)O)C1	?
CC(=O)Nc1cccc(NC(=O)c2ccc3c(c2)S(=O)(=O)N=C(C)N3CC(C)C)c1	5.7%
COc1ccc2c(CNCCc3ccco3)c(C(=O)O)n(Cc3ccc(F)cc3)c2c1	?
CC(=O)N1CCN(CC[C@H]2CN(C(=O)c3ccc(N(C)C)cc3)CC[C@H]2CC(=O)O)CC1	-7.9%
COC(=O)COc1nc(C(C)C)c2c(c1C#N)CCCC2	-2.5%
CC(C)(C)c1ccc(C(=O)Nc2nnc3n2CCS3)cc1	?
COc1cccc(/C=C(\C#N)c2ccccc2)c1OC(C)C	?
CCc1noc(-c2cccn3c(CNC(=O)c4ccccc4Cl)nnc23)n1	28.2µM*
Cc1ccc([N+](=O)[O-])cc1S(=O)(=O)N1CCn2cccc2C1c1ccccc1 (centres undefined)	?
COc1cc(C(=O)NC2CCCCCCC2)cc(OC)c1OC	5.5%
COc1ccc(CN2CCOc3nc(-c4cc5ccccc5o4)ncc3C2=O)cc1	31.6µM*
CC(C)OCCCNC(=O)CCCn1c(SCC(N)=O)nc2c(sc3ccccc32)c1=O	-13.0%
COc1cc(C=O)cc(Cl)c1OCc1cccc(C(=O)O)c1	12.6%
Cc1n[nH]c(C)c1CCCCOc1ccc(C(C)(C)C)cc1	-27.9%
Cc1ccc2oc(C(=O)OCc3ccccc3)cc(=O)c2c1	-3.5%
c1ccc(CCc2nnc3n2CCNCC3)cc1	?
CC(C)c1nncn1C1CCN(S(=O)(=O)Cc2cccc(Cl)c2)CC1	-14.9%
COc1ccc(C2=NN(S(C)(=O)=O)C(c3cn(-c4ccccc4)nc3-c3cccs3)C2)cc1 (centres undefined)	3.9%
O=c1[nH]c(C2CCCN(Cc3cccc4ccccc34)C2)nn1-c1ccc(Cl)cc1 (centres undefined)	-33.0%
Cc1cccc(=O)n1CCC(=O)N1CCCCC(N)C1 (centres undefined)	1.3%
Cc1ccc(NC(=O)Cn2c(=O)oc3ccccc32)cc1C	-0.2%

Compound activity deposited in PubChem by National Center for Advancing Translational Sciences (NCATS).

A portion of the library (hit frequency here may not be typical).
